PAFAH1B2 FP inh = PAFAH1B2 (human) inhibition; P68402; recombinant PAFAH1B2, FP-rhodamine activity probe, fluorescence polarization; inhibition, % at 3.39 µM; 340,000 compounds, 1.2% hits; AID 492953;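 active = inhibition above the mean of all tested compounds plus 3 SD, cut at about 24% in these data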;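 note: 0% = enzyme with DMSO and 100% = wells lacking PAFAH1B2; many of its hits are not listed in these tables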
Target sequence (P68402 whole entry, looked up): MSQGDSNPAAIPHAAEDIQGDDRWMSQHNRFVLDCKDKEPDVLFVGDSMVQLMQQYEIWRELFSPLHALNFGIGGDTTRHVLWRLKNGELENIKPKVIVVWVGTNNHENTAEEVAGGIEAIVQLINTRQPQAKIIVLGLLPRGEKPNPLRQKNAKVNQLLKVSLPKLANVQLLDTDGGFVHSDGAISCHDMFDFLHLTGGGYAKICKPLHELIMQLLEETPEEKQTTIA
PAFAH1B3 FP inh = blocks human PAF acetylhydrolase 1B catalytic subunit 3. recombinant PAFAH1B3, FP-rhodamine probe, fluorescence polarization. Q15102. 340,000 compounds, 0.28% hits. inhibition, % at 3.39 µM;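 active = inhibition above the screen-wide average of all tested compounds plus 3 SD, cut at about 25% in these data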;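 note: 0% = enzyme with DMSO only and 100% = wells lacking PAFAH1B3 protein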
Target sequence (Q15102 whole entry, looked up): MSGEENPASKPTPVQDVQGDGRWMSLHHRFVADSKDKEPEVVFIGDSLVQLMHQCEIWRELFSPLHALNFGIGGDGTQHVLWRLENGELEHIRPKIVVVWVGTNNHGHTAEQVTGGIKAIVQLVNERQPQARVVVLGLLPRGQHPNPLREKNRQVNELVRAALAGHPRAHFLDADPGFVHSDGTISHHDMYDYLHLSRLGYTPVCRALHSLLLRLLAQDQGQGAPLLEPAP
* marks the source's active call; other numbers are inactive results. These rows are one share of the data; the hit share may differ from the screen's.

SMILES	PAFAH1B2 FP inh	PAFAH1B3 FP inh
CC(C(=O)Nc1ccccc1C#N)N1C(=O)NC2(CCCCCC2)C1=O (stereo not given)	7	-2
O=[N+]([O-])c1cc([N+](=O)[O-])c2oc(-c3ccccc3)c(Br)c2c1O	43*	28*
CCN(Cc1nc2cc(Cl)ccc2c(=O)[nH]1)C(=O)CN1C(=O)NC2(CCCCC2C)C1=O (stereo not given)	1	3
Cc1ccc2nc(-c3ccc(NC(=O)CNC4CC4)cc3)sc2c1	2	6
CC(=O)C1CCC2C3CCC4CC(=O)CCC4(C)C3C(O)CC12C (stereo not given)	1	-2
CC(=O)c1cccc(NC(=O)N2CCOCC2)c1	0	1
O=C(Nc1ccc(S(=O)(=O)N2CCOCC2)cc1)c1cccc([N+](=O)[O-])c1	3	4
O=c1c(Br)c(Br)cnn1-c1ccccc1	3	-84
COc1ccc(C(=O)Cn2c(N3CCCCC3)nc3c2c(=O)n(C)c(=O)n3C)cc1OC	0	4
O=C(O)CNS(=O)(=O)c1ccc2c(c1)C(=O)c1cc(S(=O)(=O)NCC(=O)O)ccc1-2	0	6
COc1ccc(-c2ccc3c(c2)C2CC3CCN2C(=O)C2CCCCC2)cc1 (stereo not given)	2	1
CC(C)C(=O)Nc1ccc2c(c1)nc(CCN1CCN(c3ccccn3)CC1)n2C	-1	-2
O=C(O)C1CCC(C(=O)O)O1 (stereo not given)	4	-2
CN(CCc1ccccc1)C(=O)c1cccc(NC(=O)Cc2cccc(NC(=O)C3CCCN(C(=O)C4CCCC4)C3)c2)c1 (stereo not given)	6	2
CS(=O)(=O)N1CCc2cc(C(=O)Nc3ccccc3Br)ccc21	2	1
Cc1cccc(Nc2nc(N)nc(N)c2N=O)c1	4	4
O=C(Cc1cccc(NC(=O)C2CCCN(C(=O)c3ccccc3)C2)c1)Nc1cccc(C(=O)N2CCOCC2)c1 (stereo not given)	5	5
COc1ccc2oc(N)nc2c1	7	0
Cc1cc(C)c(-c2c(N)cc(Br)cc2Br)c(N)c1	3	13
CC(=O)c1ccc(CCCCc2ccc(C(C)=O)cc2)cc1	2	5

4 compounds out of the list, ordered by heavy-atom count, descending.
SMILES	PAFAH1B2 FP inh	PAFAH1B3 FP inh
COc1ccc(C(=O)Cn2c(N3CCCCC3)nc3c2c(=O)n(C)c(=O)n3C)cc1OC	0	4
O=C(O)CNS(=O)(=O)c1ccc2c(c1)C(=O)c1cc(S(=O)(=O)NCC(=O)O)ccc1-2	0	6
Cc1ccc2nc(-c3ccc(NC(=O)CNC4CC4)cc3)sc2c1	2	6
COc1ccc2oc(N)nc2c1	7	0

2 consecutive records already listed, for reference:
SMILES	PAFAH1B2 FP inh	PAFAH1B3 FP inh
CC(C(=O)Nc1ccccc1C#N)N1C(=O)NC2(CCCCCC2)C1=O (stereo not given)	7	-2
O=[N+]([O-])c1cc([N+](=O)[O-])c2oc(-c3ccccc3)c(Br)c2c1O	43*	28*

The listing continues:
SMILES	PAFAH1B2 FP inh	PAFAH1B3 FP inh
CC(=O)Nc1ccc(C(=O)Nc2cccc(-c3cnc4ccccc4n3)c2)cc1	-10	-30
CCN1CCN(S(=O)(=O)c2ccc(Cl)c(C(=O)N(C)Cc3ccc(C(C)(C)C)cc3)c2)CC1	11	8
CN(CCCS(=O)(=O)[O-])c1ccc(/C=C/c2ccc3ccccc3[n+]2C)cc1	2	9
Cc1[nH]c(-c2ccc(F)cc2)cc1C(=O)N1CCN(c2ccccc2)CC1	4	8
CC(=O)N1CCc2c(sc(NC(=O)c3ccc([N+](=O)[O-])o3)c2C#N)C1	4	13
Cc1ccc(C)c(NC(=S)N2CCN(S(=O)(=O)c3ccccc3)CC2)c1	-2	8
NC(=O)C1CCN(C(=O)c2ccc(NS(=O)(=O)c3ccc(Br)s3)cc2)CC1	8	5
CCC1(C(=O)NC(=Nc2ccccc2)Nc2ccccc2)CCOC1=O (stereo not given)	2	8
COc1cccc(CN(C)C(=O)c2ccc(S(=O)(=O)Nc3ccccc3F)cc2)c1OC	1	-3
COc1ccccc1NS(=O)(=O)c1ccc(C)c(C(=O)Nc2ccc(S(=O)(=O)Nc3onc(C)c3C)cc2)c1	2	1
O=C(c1cc2ccccc2cc1OCC(O)CN1CCCCC1)N1CCCCC1 (stereo not given)	2	-3
COc1ccc(N=Nc2c(N)nn(C)c2N)cc1	-2	6
O=S(OCCN1CCCC1)C(c1ccccc1)c1ccccc1 (stereo not given)	3	6
CCN(CC)CCCC(C)n1c2nc(=O)[nH]c(=O)c-2nc2cc(Cl)ccc21 (stereo not given)	26*	58*
CCCC(C)Sc1nc2c([nH]1)c(=S)n(C)c(=O)n2C (stereo not given)	11	1
CN1C(=O)N(CC(=O)N2CCN(S(=O)(=O)c3ccc4c(c3)CCC4)CC2)C(=O)C12CCCCC2	1	2
COc1c2c(c(CCC(=O)O)c3c1C=CC(C)(C)O3)OC(C)(C)C=C2	8	8
N#C/C(=C\c1ccc[nH]1)C(=O)Nc1ccccc1F	-1	0
O=S(=O)(Cc1ccccc1)C(CCCc1ccccc1)S(=O)(=O)Cc1ccccc1	22	-3
O=C(NN=Cc1ccc2c(c1)OCO2)C1CC1	2	5
CCC(Oc1ccccc1F)C(=O)Nc1ccc2c(c1)n(C)c(=O)n2C (stereo not given)	2	3
CCOC(=O)c1cnc[nH]c1=O	2	4
CCCCN1CCC(=O)NC1=O	1	7
COc1cc(NC(=NS(=O)(=O)c2ccccc2)c2ccccc2)ncn1	10	-1
O=C(O)C(CCC(C(=O)O)c1ccccc1)c1ccccc1 (stereo not given)	1	-2
O=C(CCC1CCCCC1)Nc1nnc(C(F)(F)F)s1	5	2
CCOc1ccc(NC(=O)c2ccc(NC(=O)c3ccccc3Br)cc2)cc1	-2	-6
COc1ccc(C(CNc2ccc(S(=O)(=O)N3CCN(C)CC3)cc2[N+](=O)[O-])N(C)C)cc1 (stereo not given)	13	5
CCN(CC)CC(C)(C)C(=O)/C=C/c1ccc(/C=C/C(=O)C(C)(C)CN(CC)CC)cc1	-1	7
Nc1ccc(OCc2ccccc2)cc1[N+](=O)[O-]	13	7
Cc1ccc(CNC(=O)c2ccc(S(=O)(=O)N3CCCCC3)cc2)cc1	0	2
NS(=O)(=O)c1ccc(CCNC(=O)C2CCCO2)cc1 (stereo not given)	2	6
CCOC(=O)/C(=N/Nc1ccc(Br)cc1)N1CC(C)OC(C)C1 (stereo not given)	-2	9
COc1ccc(CN2CCC3CC2c2cc(Cl)ccc23)cc1 (stereo not given)	4	14
Cc1cc(-c2ccc(Br)s2)nc(-n2cccc2)n1	-8	1
O=C(NCc1ccc(F)cc1)c1noc2c1CCCCC2	5	3
CC(C)c1ccc(C=NNc2ccc([N+](=O)[O-])cn2)cc1	4	-3
COCc1ccc(C(=O)NC2CCCc3c2cnn3-c2cc(C)cc(C)c2)s1 (stereo not given)	-2	4
COC(=O)c1ccc(CCc2cc(O)ccc2O)cc1	6	4
Cc1cccc(NC(=O)NC2CCCCCCC2)c1C	-3	5
Cc1ccccc1NC(=O)Cc1nc(COC(=O)c2ncc(Cl)c(Cl)c2Cl)cs1	-2	5
O=C1c2ccc3c4c(ccc(c24)C(=O)N1CCCCO)C(=O)N(CCCCO)C3=O	19	17
Cc1ccc(Nc2nc(N)nc(COC(=O)c3ccc(Br)o3)n2)cc1	6	2
Cc1ccc(S(=O)(=O)N2CCN(C(=O)COC(=O)CCOc3cc(C)ccc3C)CC2)c(C)c1	-2	0
COC(C[C@@H]1O[C@H]1[C@@H](O)[C@@H](C)OCc1ccccc1)OC	-3	1
O=C(Oc1ccc(Br)cc1)C1CCN(C2=NS(=O)(=O)c3ccccc32)CC1	10	12
Cc1ccc(CC2(c3ccccc3)NC(=O)NC2=O)cc1 (stereo not given)	-1	7
CCCCCCCCCCCCCC(=O)NO	5	24
CCCN1Cc2cccc(C(=O)Nc3ccc(OC)c(OC)c3)c2C1=O	3	11
Cc1ccc(C(=O)NCC(=O)NCC(c2ccco2)N2CCCCC2)cc1C (stereo not given)	-3	4
CN(C)CCC(C(=O)c1ccccc1)c1ccncc1 (stereo not given)	2	4
CCn1c(=O)c(C(=O)NCc2ccccc2Cl)c(O)c2ccccc21	-3	2
COc1ccc(Nc2nc(-c3cccnc3)cs2)c(OC)c1	-5	8
O=S1(=O)CSCS(=O)(=O)C1	6	-2
CC(=O)Nc1ccc(C=CC=Cc2cccc([N+](=O)[O-])c2)cc1	2	8
COc1ccc(CN2CCSCC2)c(OC)c1C	2	3
Oc1ccccc1C=NCCN1CCN(CCN=Cc2ccccc2O)C1c1ccccc1O (stereo not given)	5	4
Cc1csc(SCC(=O)N(C)C2CCS(=O)(=O)C2)n1 (stereo not given)	-2	2
CCN(CC)c1ccc(C(=C2C=CC(=[N+](CC)CC)C=C2)c2ccc(S(=O)(=O)O)cc2S(=O)(=O)[O-])cc1	9	14
Cc1ccc(CCC(=O)Nc2ccc(Br)cc2)o1	1	6

The closing 4 records of the part before open the next one.
SMILES	PAFAH1B2 FP inh	PAFAH1B3 FP inh
Oc1ccccc1C=NCCN1CCN(CCN=Cc2ccccc2O)C1c1ccccc1O (stereo not given)	5	4
Cc1csc(SCC(=O)N(C)C2CCS(=O)(=O)C2)n1 (stereo not given)	-2	2
CCN(CC)c1ccc(C(=C2C=CC(=[N+](CC)CC)C=C2)c2ccc(S(=O)(=O)O)cc2S(=O)(=O)[O-])cc1	9	14
Cc1ccc(CCC(=O)Nc2ccc(Br)cc2)o1	1	6
Cc1c(CNCCc2ccc(Cl)cc2)c(C(=O)O)c(C)n1-c1ccccc1	8	1
COC(=O)C1OC1c1cc([N+](=O)[O-])ccc1OC (stereo not given)	7	9
Cc1ccc(C(=O)COC(=O)c2cc(C)no2)c(C)c1	0	-3
Cc1ccc(S(=O)C(c2ccccc2)c2ccccc2)cc1 (stereo not given)	9	10
CCOc1ccc2[nH]c3c(NCCCOC)ncnc3c2c1	7	5
O=[N+]([O-])c1ccccc1Nc1ccccc1[N+](=O)[O-]	1	8
O=C(OCC1COC(c2ccccc2)(c2ccccc2)O1)c1ccccc1 (stereo not given)	5	5
O=C(O)C1C2OC3C(OC(=O)C31)C2Br (stereo not given)	4	11
O=C1CCC(C(=O)N2CCc3c(Cl)cccc3C2)CN1CCCN1CCOCC1 (stereo not given)	-4	2
O=C1CCC[C@@H]2Cc3nc4ccc(Cl)cc4cc3[C@@H]3CCN1[C@H]23	4	-2
CCn1c(=S)[nH]c2scc(-c3cccs3)c2c1=O	9	8
Cn1c(N)c(C(=O)COC(=O)Cc2ccc(F)cc2)c(=O)n(C)c1=O	5	8
O=C(CCNC(=O)c1ccc(Cl)cc1)NCC(c1ccco1)N1CCCC1 (stereo not given)	-2	4
CCC(O)(Cc1ccccn1)Cc1ccccn1	2	-1
CC12CCC(C(=O)C1)C1(C)CCCC(=O)C21 (stereo not given)	6	1
CC(C)C[C@@H](CNCC(=O)[C@H](Cc1c[nH]c2ccccc12)NC(=O)c1[nH]cnc1C(=O)N[C@@H](C)CN)NC(=O)c1nc[nH]c1C(=O)N[C@@H](C)C(=O)O	1	-1
O=C(O)CCc1ccc(-c2ccccc2)n1CC(=O)Nc1cccc(C(F)(F)F)c1	-3	2
COc1ccc(C2CC(=O)c3c(O)cc(O)cc3O2)cc1O (stereo not given)	0	9
Clc1ccc(CSc2ncnc3c2ncn3C2CCCCO2)cc1 (stereo not given)	22	8
COc1ccc(CNCc2ccc3c(c2)OCO3)c(OC)c1OC	1	3
C=CC1(C)CN(Cc2ccco2)S(=O)(=O)c2c(F)cccc2O1 (stereo not given)	-3	-5
COc1ccc2c(c1)C(O)C(CO)C(C(=O)O)C2 (stereo not given)	3	-1
O=C(NNC(=O)c1ccccc1OCc1ccc(F)cc1)c1ccccc1O	11	14
CC12CCCC(CC(=O)O)(C1)NC(=O)C2 (stereo not given)	-3	5
Cc1cc(Oc2cccc3c2S(=O)(=O)N(C2CCCC2)CC(COCc2ccccc2)O3)cc(C)c1C (stereo not given)	1	1
O=C(C#Cc1ccccc1)NCc1ccccc1F	2	-2
CC(=O)NC1C(OCCOc2ccc(Cl)cc2C)OC(CO)C(O)C1O (stereo not given)	5	0
CCCn1c(N)c(N(CCOC)C(=O)CSc2cc(C)c3ccccc3n2)c(=O)[nH]c1=O	5	7
O=C(Cc1ccccc1[N+](=O)[O-])NCC(O)c1ccc2c(c1)OCO2 (stereo not given)	-8	-5
CSc1cccc(N/C(=N/S(=O)(=O)c2ccccc2)NN)c1	3	1
CCc1ccc(CN2CCC(Oc3ccc(C(=O)N4CCCCC4)cc3)CC2)cc1	0	6
O=C(Nc1cc(S(=O)(=O)N2CCCCC2)ccc1N1CCOCC1)c1ccc(F)cc1	6	16
COc1ccc(C2=NN(C(=O)c3ccccc3)C(c3ccc(OC)c(OC)c3)C2)cc1OC (stereo not given)	1	3
Cc1ccc(C)c(C(=O)CN2C(=O)NC3(CCCCCC3)C2=O)c1	6	3
O=C(CNC(=O)c1ccc(Br)o1)NNC(=O)c1ccccc1	-4	1
Cc1nn(-c2ccccn2)c2c1C(=O)CC(C)(C)C2N=[N+]=[N-] (stereo not given)	8	5
O=C(COC(=O)COc1ccc(Cl)cc1Cl)NC1CCCC1	2	-1
COc1ccccc1NS(=O)(=O)c1cccc(C(=O)NCC2(N3CCCCC3)CCCCC2)c1	6	-7
COCCNC(=S)NN=C1CCCCCC1	0	11
CC1CCCN(S(=O)(=O)c2ccc(C(=O)NC(C)c3ccccc3)cc2)C1 (stereo not given)	1	-4

Some of the entries so far, with values under each structure.
Results follow in this order: PAFAH1B2 FP inh	PAFAH1B3 FP inh
O=C(CNC(=O)c1ccc(Br)o1)NNC(=O)c1ccccc1
  -4	1
Cc1nn(-c2ccccn2)c2c1C(=O)CC(C)(C)C2N=[N+]=[N-] (stereo not given)
  8	5
O=C(COC(=O)COc1ccc(Cl)cc1Cl)NC1CCCC1
  2	-1
COc1ccccc1NS(=O)(=O)c1cccc(C(=O)NCC2(N3CCCCC3)CCCCC2)c1
  6	-7
COCCNC(=S)NN=C1CCCCCC1
  0	11

High-throughput results: PubChem, The Scripps Research Institute Molecular Screening Center
